Rin1 Abl inh: human Rin1-Abl interaction inhibition; TR-FRET Rin1/Abl binding, biochemical; inhibition, % at 7.35 µM; actives 0.4% (n = 360,000); in the data active = inhibition above about 5%, passing the limit was not always enough
CSN deneddyl inh: blocks human CSN-mediated cullin deneddylation; Purified CSN, SCF-Nedd8-OG deneddylation, fluorescence polarization; AID 651999; inhibition, % at 12.5 µM; Q92905; actives 0.38% (n = 360,000);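 active = pattern-corrected inhibition above about 35%, with an unprinted fluorescence ratio check between 0.5 and 1.5, limit read from the data, passing the limit was not always enough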;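 note: 0% = enzyme with substrate and 100% = substrate without enzyme; some results filed as inactive read as strong as hits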
Target sequence (Q92905 whole entry, looked up, one chain of several): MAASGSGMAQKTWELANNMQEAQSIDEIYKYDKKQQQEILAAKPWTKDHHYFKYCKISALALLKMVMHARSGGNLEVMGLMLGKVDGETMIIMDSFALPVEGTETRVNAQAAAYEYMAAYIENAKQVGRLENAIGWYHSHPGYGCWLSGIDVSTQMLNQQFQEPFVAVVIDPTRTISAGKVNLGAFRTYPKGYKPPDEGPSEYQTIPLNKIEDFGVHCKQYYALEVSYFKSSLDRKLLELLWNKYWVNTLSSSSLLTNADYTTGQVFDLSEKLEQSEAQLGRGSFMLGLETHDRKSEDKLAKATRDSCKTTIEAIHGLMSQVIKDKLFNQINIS
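Material: human Csn5 produced in HEK293T cells; Input: enzyme 0.24 nM; Reagent: SCFSkp2-Nedd8OG substrate at 10 nM final; Dosing: 12.5 µM compound; Incubation: 90 min reaction at room temperature; Detection: fluorescence polarization of the substrate; Evaluation: % inhibition of substrate cleavage by Csn5; Control set: substrate-only high control, full reaction low control.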
FAS-TE inh: FAS thioesterase (human) inhibition; recombinant FAS-TE, OMFH fluorogenic substrate, fluorescence endpoint; actives 0.67% (n = 360,000); inhibition, % at 15 µM; AID 602261;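 active = compounds whose normalised, plate-corrected inhibition of enzyme fluorescence in the single-dose primary screen is 50% or more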;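 note: 0% = DMSO with enzyme and 100% = substrate without enzyme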
MsrA act: bovine methionine sulfoxide reductase A activation; purified bovine MsrA, absorbance read-out; activation, % at 10.6 µM; actives 0.3% (n = 360,000); AID 602163; in the data active = activation above about 7.5%;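 note: 0% = vehicle and 100% = reference activator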
E coli Lon inh: inhibitors of E. coli Lon protease. inhibition, % at 7.94 µM. actives 0.42% (n = 360,000). purified E. coli Lon protease, fluorescence polarization. P0A9M0; in the data active = inhibition above about 13%, passing the limit was not always enough;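 note: 0% = enzyme with probe and DMSO and 100% = no enzyme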
MLLE-PAM2 inh: inhibitors of microRNA-mediated deadenylation, human PABP1 MLLE binding; P11940; GST-MLLE / FITC-PAM2 fluorescence polarization; inhibition, % at 20 µM; actives 0.36% (n = 360,000); in the data active = inhibition above about 35%, passing the limit was not always enough;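 note: plate controls were DMSO wells with GST-MLLE for no effect and wells lacking GST-MLLE protein for full effect; some results filed as inactive read as strong as hits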
Tb MetRS inh: blocks T. brucei methionyl-tRNA synthetase activity; purified T. brucei MetRS, ATP depletion, Kinase-Glo luminescence; inhibition, % at 11.9 µM; actives 0.4% (n = 360,000); AID 624268;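 active = inhibition above a per-plate cutoff of the control wells' mean inhibition plus 3 SD, cut at about 5.5% in these data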;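 note: 0% = DMSO wells median and 100% = median of wells with control inhibitor compound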
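Measured by: Kinase-Glo luciferase luminescence reporting remaining unconsumed ATP. Material: purified T. brucei MetRS enzyme. Doses: 11.9 µM compound single dose, 0.9% DMSO. Medium: HEPES buffer containing pyrophosphatase, BSA, spermine, DTT. Times: 15 min preincubation, 2 h reaction, all 25 °C. Reagent: methionine, ATP and bulk E. coli tRNA.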
Neddylation inh: inhibitors of human cullin neddylation; P61081+Q13564; TR-FRET cullin neddylation, biochemical; calls only at 25 µM; actives 0.58% (n = 360,000); in the data active = inhibition above about 36%
Target sequence (P61081 whole entry, looked up): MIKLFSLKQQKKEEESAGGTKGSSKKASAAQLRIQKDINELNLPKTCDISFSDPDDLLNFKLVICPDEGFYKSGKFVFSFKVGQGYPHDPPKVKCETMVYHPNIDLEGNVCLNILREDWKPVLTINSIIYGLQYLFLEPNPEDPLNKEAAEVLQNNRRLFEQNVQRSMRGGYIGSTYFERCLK
Target sequence (Q13564 whole entry, looked up): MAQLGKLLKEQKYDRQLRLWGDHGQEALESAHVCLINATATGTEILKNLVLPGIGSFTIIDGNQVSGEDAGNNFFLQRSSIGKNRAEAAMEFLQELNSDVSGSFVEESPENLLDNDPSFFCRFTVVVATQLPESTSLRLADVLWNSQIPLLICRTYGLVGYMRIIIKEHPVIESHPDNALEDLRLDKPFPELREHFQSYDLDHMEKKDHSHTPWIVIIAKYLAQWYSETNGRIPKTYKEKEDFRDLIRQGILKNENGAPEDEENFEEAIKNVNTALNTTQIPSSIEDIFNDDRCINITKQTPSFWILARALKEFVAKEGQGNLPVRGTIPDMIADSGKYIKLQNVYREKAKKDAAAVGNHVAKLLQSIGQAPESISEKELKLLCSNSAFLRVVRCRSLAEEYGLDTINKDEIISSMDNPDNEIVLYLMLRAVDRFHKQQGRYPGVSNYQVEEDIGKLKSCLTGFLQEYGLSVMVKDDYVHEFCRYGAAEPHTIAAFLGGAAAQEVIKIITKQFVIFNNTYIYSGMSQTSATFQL
MsrA inhibitor: inhibitors of bovine MsrA; purified bovine MsrA, absorbance read-out; inhibition, % at 15.5 µM; actives 0.75% (n = 360,000); AID 651718; in the data active = inhibition above about 4.5%;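 note: 0% = vehicle wells with enzyme and 100% = reference inhibitor wells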
Starred values were filed as active, the others as inactive; i = inactive; . = no result given; + = active, no number. Compounds were not picked by outcome (roughly 4% active in at least one column).

SMILES | Rin1 Abl inh | CSN deneddyl inh | FAS-TE inh | MsrA act | E coli Lon inh | MLLE-PAM2 inh | Tb MetRS inh | Neddylation inh | MsrA inhibitor
COc1ccc(CCNC(=O)COC(=O)/C=C/c2ccc3c(c2)OCO3)cc1 | 0 | 0 | -2 | -2 | -7 | 5 | -0.3 | i | 0.2
Cc1c(Br)c([N+](=O)[O-])nn1C(C)C(=O)Nc1c(C)n(C)n(-c2ccccc2)c1=O (stereo not drawn) | 2 | 1 | 2 | 0 | -5 | 13 | 0.0 | i | 1.0
O=C(O)CC1(CC(=O)Nc2cccc(C(=O)O)c2)CCCC1 | 8.0* | 7 | -6 | -6 | -1 | -1 | -0.8 | i | 0.3
CC[C@@]1(C(=O)OC)N[C@H](CN(C)S(=O)(=O)c2ccc(F)cc2)[C@@H]2C(=O)N(C)C(=O)[C@@H]21 | -3 | 0 | -12 | -2 | -6 | 7 | 1.1 | i | 1.0
CN(C)CCCn1c2c(c(SCC(=O)Nc3ccc4c(c3)OCCO4)nc1=O)CCC2 | 1 | -8 | -4 | 1 | 4 | 6 | 0.0 | i | 0.6
Cc1ccc(S(=O)(=O)Nc2cccc(C(=O)NCC(C)(C)N3CCOCC3)c2)cc1F | 1 | -4 | -2 | 0 | -5 | -3 | 0.1 | i | 1.8
COc1ccccc1C(=O)Nc1ccc(OCC(=O)N2CC(C)OC(C)C2)cc1 (stereo not drawn) | 3 | 0 | -10 | 2 | -15 | -3 | -0.1 | i | -1.4
O=C(Nc1ccccc1Cl)c1cc(C2CCCN(C(=O)C3CCCCC3)C2)on1 (stereo not drawn) | -6 | 5 | 11 | 0 | 4 | -3 | -0.2 | i | -1.5
CC(=O)c1cc2c(cc1NC(=O)CN1CCCCCCC1)OCO2 | -1 | 0 | 8 | -3 | -3 | 7 | 0.0 | i | 1.7
O=C1Nc2cc(C(=O)NCCN3CCCCCC3)ccc2S/C1=C\c1ccccc1 | -2 | 11 | -8 | -4 | -3 | -20 | 0.3 | i | -0.3
O=S1(=O)CCN(Cc2ccc(Cl)c(C(F)(F)F)c2)CC1 | -2 | -7 | -6 | -5 | -5 | 4 | -0.9 | i | 1.6
CCOc1ccccc1C1CC(=O)Nc2c1c(=O)n(C)c(=O)n2C (stereo not drawn) | 1 | -1 | -2 | -2 | -6 | 0 | 0.5 | i | 0.0
Cc1nnc2sc(-c3cccc(NC(=O)c4cccnc4)c3)nn12 | 1 | 1 | -1 | -6 | -7 | 3 | -0.9 | i | 1.6
CCc1nn2c(=O)c(S(=O)(=O)Nc3ccc(C(C)C)cc3)c(C)nc2s1 | -1 | 4 | 24 | -1 | 0 | -5 | -0.1 | i | 0.3
O=C(CN(Cc1ccco1)C(=O)c1ccc(N2CCCC2=O)cc1)Nc1ccccc1C(F)(F)F | 1 | 5 | -2 | -2 | -8 | -12 | -0.2 | i | -0.2
CN(C)C(CNC(=O)NC1CCCCC1)c1cccnc1 (stereo not drawn) | 1 | 2 | -4 | -2 | 0 | 11 | -0.2 | i | -0.4
COc1ccc2nc(SCC(=O)Nc3ccccc3C)[nH]c2c1 | 0 | -4 | -2 | 7 | 3 | 8 | 0.1 | i | -0.2
Cc1nnc(SCC(=O)Nc2cccc(Br)c2)s1 | 4 | -3 | -2 | -3 | -7 | 12 | -0.2 | i | 0.3
COc1ccccc1C(=O)NCCC(=O)Nc1ccc(S(=O)(=O)N2C(C)CCCC2C)cc1 (stereo not drawn) | 2 | 2 | 5 | -2 | -11 | -5 | -0.2 | i | -0.9
Cc1ccc(S(=O)(=O)CCC(=O)NCCc2ccccc2)cc1 | -4 | -1 | -3 | 0 | 0 | -4 | -0.2 | i | 0.1
CCN(CC)CCCNc1nnc(C)c(=O)[nH]1 | -2 | -2 | -4 | -4 | -2 | 12 | -0.9 | i | 1.0
CSc1ccccc1C(=O)Nc1ccccc1C(=O)NC(C)C | -2 | 1 | -3 | -1 | -3 | 15 | -0.3 | i | -0.9
CC(=O)Nc1ccc(NC(=O)COC(=O)COc2ccc3ccccc3c2)cc1 | 3 | -3 | -4 | -3 | -12 | -10 | 0.3 | i | 0.1
CCOC(=O)Oc1ccc2c(c1)C(C)=CC(C)(C)N2C(=O)OCC | -3 | 7 | 15 | -3 | 5 | 9 | 0.7 | i | -0.3
COc1ccc(S(=O)(=O)N2CCC(C(=O)NCc3ccccc3)CC2)cc1OC | 1 | 3 | -8 | -5 | -12 | 12 | -1.2 | i | -0.3
O=C(O)c1ccc(N/N=C/c2ccc(-c3cc(Cl)ccc3Cl)o2)cc1 | 2 | 4 | 81* | -2 | -10 | -10 | 0.3 | . | 1.1
O=C(NNC1CC(=O)N(c2cccc(Cl)c2)C1=O)c1cccs1 (stereo not drawn) | 2 | 3 | -8 | -1 | -3 | 7 | 0.3 | i | -0.2
Cc1cc(C(=O)N2CCN(S(=O)(=O)c3ccccc3C#N)CC2)c(C)o1 | -2 | -1 | -6 | -1 | -4 | 1 | -0.2 | i | -1.1
CCC(=O)OC1(C)C(=O)C=C2C=C(c3ccc(C#N)cc3)OC=C2C1=O (stereo not drawn) | 2 | 10 | 0 | -1 | -8 | -18 | -0.1 | i | 0.9
CC(=O)Nc1ccc(S(=O)(=O)N2CCCC(C(=O)O)C2)cc1 (stereo not drawn) | 7 | -6 | -2 | -4 | -2 | -3 | 0.1 | i | -0.1
CN(Cc1ccccc1)C(=O)COC(=O)CCC(=O)c1ccc(Cl)cc1 | 8 | 1 | 5 | -6 | -9 | 4 | -0.5 | i | 1.7
COc1cccc(/C=N/NC(=O)CNC(=O)c2cccs2)c1O | -5 | 2 | 0 | -4 | 7 | 6 | -0.2 | i | 2.2
Cc1ccc(Cl)cc1N1CCN(C(=O)C2CCCN(S(=O)(=O)c3cnc[nH]3)C2)CC1 (stereo not drawn) | -1 | -2 | -38 | -3 | 0 | 14 | 0.1 | i | -1.1
COc1ccccc1N(CC(=O)NCc1ccc(F)cc1)C(=O)CCC(=O)Nc1nccs1 | 0 | -1 | -8 | -12 | 0 | -13 | -1.7 | i | 1.0
CCc1nn2c(=O)cc(COC(=O)c3ccc(SC)cc3OC)nc2s1 | 0 | 2 | 4 | -3 | -1 | 2 | 0.4 | i | -0.4
Cc1nn(Cc2ccccc2)c(C)c1NC(=O)c1ccc([N+](=O)[O-])cc1[N+](=O)[O-] | 1 | -4 | -9 | -1 | 0 | 9 | 0.6 | i | 1.0
CNC(=O)c1ccc(Nc2nnc(-c3ccc(C)c(S(=O)(=O)NCC4CCCO4)c3)c3ccccc23)cc1 (stereo not drawn) | -7 | -5 | 5 | -5 | 5 | -11 | 1.2 | + | 4.2
COc1ccc(S(=O)(=O)n2cnc3ccccc32)c(C)c1 | 1 | -1 | 14 | -5 | 0 | -5 | -0.6 | i | -1.0
COC(=O)c1ccccc1NC(=O)CSc1nc2ccccc2c(=O)[nH]1 | -1 | 0 | 0 | -1 | -2 | 14 | -0.1 | i | -1.0
Cc1ccc(C(=O)Nc2ccc(C(=O)/C=C/c3cccs3)cc2)cc1 | 2 | -2 | -3 | -10 | -23 | 2 | -2.2 | i | -0.7

Copied from above for reference:
SMILES | Rin1 Abl inh | CSN deneddyl inh | FAS-TE inh | MsrA act | E coli Lon inh | MLLE-PAM2 inh | Tb MetRS inh | Neddylation inh | MsrA inhibitor
CNC(=O)c1ccc(Nc2nnc(-c3ccc(C)c(S(=O)(=O)NCC4CCCO4)c3)c3ccccc23)cc1 (stereo not drawn) | -7 | -5 | 5 | -5 | 5 | -11 | 1.2 | + | 4.2
COc1ccc(S(=O)(=O)n2cnc3ccccc32)c(C)c1 | 1 | -1 | 14 | -5 | 0 | -5 | -0.6 | i | -1.0
COC(=O)c1ccccc1NC(=O)CSc1nc2ccccc2c(=O)[nH]1 | -1 | 0 | 0 | -1 | -2 | 14 | -0.1 | i | -1.0
Cc1ccc(C(=O)Nc2ccc(C(=O)/C=C/c3cccs3)cc2)cc1 | 2 | -2 | -3 | -10 | -23 | 2 | -2.2 | i | -0.7

Later entries:
SMILES | Rin1 Abl inh | CSN deneddyl inh | FAS-TE inh | MsrA act | E coli Lon inh | MLLE-PAM2 inh | Tb MetRS inh | Neddylation inh | MsrA inhibitor
COCCNC(=O)C1(C)CCN(C(=O)c2cc(-c3ccccc3)cs2)C1 (stereo not drawn) | -1 | 0 | -9 | -9 | 1 | -3 | -0.3 | i | 0.0
Cc1ncc([N+](=O)[O-])n1CC(=O)Nc1ccccc1Cl | -1 | -1 | -5 | -5 | -1 | 8 | -0.2 | i | 1.5
CCN(CC)c1ccc(NC(=O)CSc2nc3ccccc3c(=O)[nH]2)cc1 | 1 | -1 | -3 | -2 | -9 | -5 | 0.1 | i | 0.8
O=C(Nc1ccccc1)C1CCCN1/C=C/C(=O)C(F)(F)F (stereo not drawn) | 0 | -2 | 1 | -11 | -6 | -1 | -1.0 | i | 4.3
Cc1ccc(-c2ccnc3nc(-n4cccc4)nn23)o1 | -1 | -2 | 6 | -6 | -5 | 2 | 0.3 | i | 2.7
CSc1nnc(C)c(=O)n1COC(=O)COc1ccc2ccccc2c1 | 2 | -7 | -11 | -8 | -8 | -8 | -0.1 | i | -0.3
COC(=O)C(=O)/C=C(\O)c1ccc(C)cc1 | 1 | 0 | -5 | -11 | -1 | 2 | -1.1 | i | 2.1
O=C(Nc1ccccc1)Nc1csc2ccccc12 | -1 | 1 | 23 | -1 | 11 | 17 | 3.1 | i | -1.7
CC(C)Cc1nnc(NC(=O)CN2C(=O)c3ccccc3C2=O)s1 | 3 | -12 | -4 | -7 | 2 | 18 | -0.4 | i | -0.3
CC(C)(c1ccc(O)cc1)c1ccc(O)cc1 | 2 | -4 | -2 | -10 | -2 | -5 | -1.2 | i | 0.2
Cc1ccc2cc(C3CC(c4ccco4)=NN3C(=O)CCC(=O)O)c(Cl)nc2c1 (stereo not drawn) | -1 | -17 | -12 | -3 | 10 | 12 | 1.1 | i | 0.8
O=Cc1cccn1-c1ccc2ccccc2c1 | 0 | 0 | -4 | 1 | -6 | -4 | -0.5 | i | 1.0
O=C(NCc1ccccc1)/C(=N\O)c1ccccc1 | 0 | 3 | -8 | -4 | 2 | -2 | 0.1 | i | -1.3
Cc1cc(C)c(C#N)c(SCc2cn3c(C)cccc3n2)n1 | -1 | -12 | 40 | 0 | -11 | 8 | 0.2 | i | 0.6
COc1ccc(C)cc1NC(=O)c1cc2c(s1)CCC2 | 2 | -9 | 10 | -1 | -6 | 8 | 0.3 | i | 0.8
c1ccc(-c2noc(CC3CCCCC3)n2)cc1 | -1 | -2 | 12 | -2 | -8 | -1 | 0.3 | i | 0.4
Cc1ccc(F)cc1NC(=O)C12CC3CC(C1)CC(n1cnc([N+](=O)[O-])n1)(C3)C2 | -1 | -2 | -2 | 2 | -4 | 5 | 0.3 | i | 1.6
CCCCN(CCCC)c1nc2ccccc2nc1NS(=O)(=O)c1ccc(NC(C)=O)cc1 | -3 | -4 | 2 | -1 | 9 | -2 | 1.2 | i | -0.5
Cn1c(=O)c2c(C(=O)O)cc(-c3ccccc3)nc2n(Cc2ccccc2)c1=O | 0 | 0 | -2 | -4 | -1 | 14 | -0.6 | i | 1.4
CSCCC(c1nc2ccccc2[nH]1)n1c(/C=C/c2ccc(F)c(F)c2)nc2ccccc21 (stereo not drawn) | . | 1 | . | . | . | . | 0.8 | . | 0.9

Assay outcomes deposited in PubChem by several laboratories.
